Screening results as filed in PubChem BioAssay.
RECQ1 helicase: inhibitors of human RECQ1 DNA helicase | RECQ1 DNA unwinding, red fluorescence kinetic read | Potency, µM (titrated, usually from 57.3 µM), inactives show top-dose activity, negative = inhibition, actives largely listed as inhibitors | P46063 | 240,000 tested, 0.54% active;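 further: plate controls were vehicle for no effect and no enzyme for full effect; nearly all actives have a fitted effect of over 30% in size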
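RECQ1T1 50 nM; forked duplex (20 bp + 30-nt ss tails) 200 nM, ATP 2 mM final; pH 8.0, 2 mM MgCl2, 2.5 ug/ml poly(dI-dC); 15 min compound preincubation; discontinuous kinetic read over 2 h at RT.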
Tau ThT inhib: tau fibrillization inhibition (ThT binding) | P10636 | recombinant tau K18 P301L (four-repeat tau fragment), heparin-induced fibrillization, ThT fluorescence | Potency, µM (top dose mostly 57.4 µM), without a hit: at the top dose activity, negative = inhibition, most hits filed as inhibitors | 270,000 tested, 2.1% active; further: nearly all actives have a fitted effect of over 55% in size
Target sequence (P10636 561-689 P618L limits assumed): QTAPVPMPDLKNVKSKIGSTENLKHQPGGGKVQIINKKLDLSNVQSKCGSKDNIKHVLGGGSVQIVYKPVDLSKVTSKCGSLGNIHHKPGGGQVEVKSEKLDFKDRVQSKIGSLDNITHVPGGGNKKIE
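Aggregation was driven by heparin (20 uM final) acting on recombinant tau […] bearing P301L in 100 mM sodium acetate pH 7; fibrils were detected with Thioflavin T.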
TexasRed fluor: Texas Red fluorescence interference in TRb-SRC2 counter-screen. TRb/SRC2 Texas Red total fluorescence interference. Potency, µM (top dose mostly 106 µM), for inactives: at the highest dose fluorescence change, negative = quenching. 280,000 tested, 0.29% active. AID 1479; active means well fitted curve in either direction with a large enough effect; inconclusive means small, poorly fitted or top-dose-only effect
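Human TRb ligand-binding domain at 0.6 uM with 20 nM Texas Red SRC2 peptide in Tris buffer containing 1 uM T3 and 5% DMSO, incubated with compound 5 h at ambient temperature. Total fluorescence (555/632 nm) calculated as parallel + 2 × perpendicular.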
Tau FP inhib: tau fibrillization inhibition (FP) | P10636 | K18 P301L tau heparin fibrillization, Alexa594 FP, 6 h | Potency, µM (highest dose often 57.7 µM), without a hit: at the top dose activity, negative = inhibition, actives largely listed as inhibitors | 280,000 tested, 0.39% active | AID 1468; further: nearly all actives have a fitted effect of over 55% in size
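Steps: dispense K18 P301L tau (15 uM plus 0.24 uM Alexa 594 tracer, final) in pH 7 sodium acetate; add compound; add heparin (20 uM final); incubate 6 hr, 37 C; add ThT (30 uM final); after 1 hr ambient, read FP.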
TRb SRC2 PPI: disrupts binding of human TR beta to SRC2 | P10828 | TRbeta-SRC2 peptide binding, fluorescence polarization; receptor liganded with 1 µM T3 | Potency, µM (doses to about 106 µM), for the others: at the top dose activity change, negative = inhibition, hits mostly inhibitors | 280,000 tested, 0.065% active | AID 1469;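 further: plate controls were bound peptide for no effect and peptide without receptor for full effect; nearly all actives have a fitted effect of over 50% in size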
Target sequence (P10828 whole entry, looked up): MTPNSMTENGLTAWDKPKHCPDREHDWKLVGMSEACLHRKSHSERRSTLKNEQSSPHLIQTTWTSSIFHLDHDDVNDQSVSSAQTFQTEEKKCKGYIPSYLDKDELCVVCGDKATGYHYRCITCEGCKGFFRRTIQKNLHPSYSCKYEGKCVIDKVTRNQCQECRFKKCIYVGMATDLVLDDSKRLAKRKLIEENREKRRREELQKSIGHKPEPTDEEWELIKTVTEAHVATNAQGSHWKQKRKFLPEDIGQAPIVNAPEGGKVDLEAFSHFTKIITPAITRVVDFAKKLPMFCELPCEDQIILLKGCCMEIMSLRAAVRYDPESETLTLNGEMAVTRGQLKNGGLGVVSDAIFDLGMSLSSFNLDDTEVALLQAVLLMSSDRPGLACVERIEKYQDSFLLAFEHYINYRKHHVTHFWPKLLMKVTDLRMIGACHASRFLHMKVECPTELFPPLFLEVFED
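Quantitative HTS by FP: 0.6 uM TRb LBD, 20 nM labeled SRC2 20-mer, 1 uM T3, 5% DMSO; 5 hr ambient incubation; % activity per concentration and potencies from concentration series.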
L3MBTL1 block: inhibitors of human L3MBTL1. 230,000 tested, 0.66% active. AlphaScreen L3MBTL1–H3K9me1 peptide binding. Q9Y468. Potency, µM (titrated, usually from 57.1 µM), inactives show at the top dose activity, negative = inhibition, most hits filed as inhibitors; further: nearly all actives have a fitted effect of over 60% in size
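L3MBTL1 50 nM + b-AHA-H3(1-15)K9me1 75 nM, 30 min RT; compound added, 30 min RT; streptavidin donor/Ni-chelate acceptor beads 10 ug/mL each final, 30 min RT dark; AlphaScreen read.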
KDM4E inh: blocks human JMJD2E demethylase activity; 230,000 tested, 1.6% active; Potency, µM (doses to about 57.1 µM), inactives show at the top dose activity change, negative = inhibition, actives largely listed as inhibitors; B2RXH2; JMJD2E catalytic domain, FDH-coupled NADH fluorescence (FDH is formaldehyde dehydrogenase); AID 2147; active means well fitted inhibition curve with a large enough effect, not every such curve was filed as active; inconclusive means small, poorly fitted or top-dose-only effect, or another doubt; inactive means no such curve, though single readings can be large or run the other way;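 further: 0% = wells with enzyme and -100% = buffer wells without enzyme; nearly all actives have a fitted effect of over 50% in size; many of its hits are not listed in these tables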
GoLoco inh red: blocks human Gai1 binding to RGS12 GoLoco peptide, red readout; P63096; Potency, µM (series often up to 61.6 µM), without a hit: at the top dose activity, negative = inhibition, hits mostly inhibitors; Gai1:RGS12 GoLoco peptide FP, rhodamine, 10 min; 230,000 tested, 0.44% active; AID 880; active means well fitted inhibition curve with a large enough effect, not every such curve was filed as active; inactive means no such curve, though single readings can be large or run the other way; further: nearly all actives have a fitted effect of over 30% in size; many of its hits are not listed in these tables
Target sequence (P63096 whole entry, looked up): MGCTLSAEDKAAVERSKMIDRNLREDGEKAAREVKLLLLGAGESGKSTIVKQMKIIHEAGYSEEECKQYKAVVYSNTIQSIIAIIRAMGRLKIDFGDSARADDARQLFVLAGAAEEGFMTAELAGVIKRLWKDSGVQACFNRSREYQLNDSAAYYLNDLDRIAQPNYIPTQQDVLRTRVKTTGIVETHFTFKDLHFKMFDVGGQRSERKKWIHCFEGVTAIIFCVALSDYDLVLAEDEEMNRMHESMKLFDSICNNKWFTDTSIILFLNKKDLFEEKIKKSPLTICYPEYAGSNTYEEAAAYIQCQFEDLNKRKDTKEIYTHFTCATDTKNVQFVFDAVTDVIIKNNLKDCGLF
An asterisk follows results filed as active; i = inactive; u = inconclusive; x = no result given; & = joins results of further samples; [ ] = another dose, or the depositor's remark. Unless noted, the call rests on the fitted dose curve; in most records, active means well fitted curve in the direction sought with a large enough effect; inconclusive means small, poorly fitted or top-dose-only effect, or another doubt; inactive means no such curve, though single readings can be large; an effect the other way counts as inactive or inconclusive. Unless noted, on the % scale 0 is the no-effect control and ±100 the full control effect; potency means the concentration at half of the fitted maximal effect. Some of the compounds tested (hit frequency here may not be typical).

The first 5 compounds (preview)
No.	SMILES	RECQ1 helicase	Tau ThT inhib	TexasRed fluor	Tau FP inhib	TRb SRC2 PPI	L3MBTL1 block	KDM4E inh	GoLoco inh red
1	CC(C)(C)NC(=O)Cn1c(=O)c(=O)n(Cc2ccccc2)c2ccc(Cl)cc21	-5%	10%	0%[53 µM]	6%	-11%[53 µM]	5%	u	8%
2	CCOC(=O)c1cc(C)nn1-c1nc(Cl)cc(OC)n1	1%	-1%	-10%	-9%	-3%	-3%	-2%	5%
3	CCN(Cc1ccccc1)C(=O)Cn1c(=O)n(-c2ccc(OC)cc2OC)c(=O)c2c(C)c(C)sc21	-14%	-18%&-9%	-2%&-6%	9%&3%	1%&10%	x	-5%	0%
4	CC1CN(C(=O)CCC(=O)NCc2ccccc2)c2cc(Cl)ccc2O1 (stereo not given)	x	4%	1%	-9%	7%	-7%	x	x
5	COc1ccc(OC)c(C2=Nn3c(nnc3-c3cc(C)[nH]n3)SC2)c1	-3%	0%	-2%	-2%	-7%	-6%	6%	10%

Results, repeating the preview:
No.	SMILES	RECQ1 helicase	Tau ThT inhib	TexasRed fluor	Tau FP inhib	TRb SRC2 PPI	L3MBTL1 block	KDM4E inh	GoLoco inh red
1	CC(C)(C)NC(=O)Cn1c(=O)c(=O)n(Cc2ccccc2)c2ccc(Cl)cc21	-5%	10%	0%[53 µM]	6%	-11%[53 µM]	5%	u	8%
2	CCOC(=O)c1cc(C)nn1-c1nc(Cl)cc(OC)n1	1%	-1%	-10%	-9%	-3%	-3%	-2%	5%
3	CCN(Cc1ccccc1)C(=O)Cn1c(=O)n(-c2ccc(OC)cc2OC)c(=O)c2c(C)c(C)sc21	-14%	-18%&-9%	-2%&-6%	9%&3%	1%&10%	x	-5%	0%
4	CC1CN(C(=O)CCC(=O)NCc2ccccc2)c2cc(Cl)ccc2O1 (stereo not given)	x	4%	1%	-9%	7%	-7%	x	x
5	COc1ccc(OC)c(C2=Nn3c(nnc3-c3cc(C)[nH]n3)SC2)c1	-3%	0%	-2%	-2%	-7%	-6%	6%	10%
6	O=C(COc1ccc(S(=O)(=O)N2CCCCC2)cc1)NCc1ccccn1	-5%	-3%	-1%	-7%	-2%	7%	6%	2%
7	Cc1cc(NC(=O)Cn2cc(C(F)(F)F)cc(Cl)c2=O)no1	20%	-19%	3%	-12%	6%	6%	-3%	11%
8	CN(C)CCOC(=O)NC12CC3CC(CC(C3)C1)C2	-9%	-8%	-2%	0%	0%	2%	8%	5%
9	Cc1ccc(C(=O)NNC(=O)CCn2nnc3ccccc32)cc1	3%	-11%	1%	2%	6%	0%	1%	7%
10	Cc1ccc(C)c(C(=O)CN2C(=O)NC3(CCC(C)CC3)C2=O)c1 (stereo not given)	-3%	-3%	u	13%	-1%	3%	13%	14%
11	COC(=O)C1=CN(C)C=C(C(=O)OC)C1c1ccccc1Cl	0%	-4%	-2%	9%	-8%	37%[activator]	u	7%
12	COC(=O)c1ccc(OC(=O)c2ccc(OCc3c(C)noc3C)c(OC)c2)cc1	-4%	0%	4%	1%	5%	6%	5%	-2%
13	COc1ccc(-c2cn3c(n2)sc2cc(C(=O)NC4CCCCC4)ccc23)cc1	x	-13%	0%	-3%	2%	x	x	x
14	CC1(C)CC(=O)C(C=Nc2cccnc2/N=C/C2=C(O)CC(C)(C)CC2=O)=C(O)C1	-2%	u	2%	-1%	-3%	x	-27%	8%
15	COc1cccc(NC(=O)c2sc3nc(C)c(C(=O)Nc4ccc(C)cc4C)c(-c4ccc(C)o4)c3c2N)c1	x	u	0%	-1%	4%	x	x	x
16	CCOc1ccc(N/C(C)=C/C(=O)c2ccc3c(c2)OCCO3)cc1	i	u	-3%	5%	8%	-7%	u	0%
17	CC(/C(O)=C(\C#N)c1nc2ccccc2n1C)N1C(=O)c2ccccc2C1=O (stereo not given)	i	-7%	2%	-10%	-16%	3%	-4%	26%
18	O=C(c1cnn(C(=O)COc2ccccc2F)c1)c1cc(F)ccc1O	0%	u	1%	3%	4%	u	3%	37%[activator]
19	COc1ccc(/C=C(\NC(=O)c2ccccc2)C(=O)OC[C@@H]2CCC[N+]3(C)CCCCC23)cc1OC (stereo not given in full)	-39%	-1%	-2%	-8%	6%	x	-15%	-35%
20	O=C(/C(=N\O)n1cncn1)c1ccc(Br)cc1Br	i	-8%	2%	-2%	-3%	5%	-4%	-7%
21	CCOc1ccc(NC(=O)c2ccc(NC(=S)NC3CC3)cc2)cc1	8%	-14%	-1%	-3%	-2%	3%	-16%	9%
22	CCCCOC(=O)Nc1nc(C)c(C(=O)OCC)s1	-8%	-7%	0%	-1%	0%	-1%	1%	1%
23	NC(=O)COC(=O)CCCc1nc2ccccc2s1	i	-4%	0%	1%	-4%	x	6%	-7%
24	COc1ccc(CCNC(=O)CCCN2C(=O)c3ccccc3C2=O)cc1	i	0%	-3%	-3%	0%	-5%	-2%	19%
25	Cc1cc(C)c(NC(=O)c2cc(S(=O)(=O)NCCC3=CCCCC3)ccc2F)c(C)c1	x	3%	-1%	-4%	1%	x	x	x
26	CCN(CC)CCN(Cc1cc2cc(C)c(C)cc2[nH]c1=O)C(=S)NCc1ccco1	i	-12%	-3%	u	0%	16%	3%	6%
27	Cc1ccc(C)n1CCN1CCN(C(=O)c2ccco2)CC1	-16%	u	3%	-8%	-5%	-1%	-13%	3%
28	CC(=O)Nc1ccc(C2=NN(CC#N)C(=O)SC2)cc1	i	2%	1%	0%	2%	0%	6%	8%
29	CCOC(=O)c1nnsc1-c1ccc(-c2snnc2C(=O)OCC)cc1	-3%	-8%	-4%	-2%	3%	7%	2%	9%
30	COc1ccc(NC(=O)C2CCN(S(=O)(=O)c3c(C)noc3C)CC2)cc1Cl	i	-11%	0%	13%	-12%	x	-1%	0%

Of the compounds above, two have a thiophene ring, fused or not.
No.	SMILES	RECQ1 helicase	Tau ThT inhib	TexasRed fluor	Tau FP inhib	TRb SRC2 PPI	L3MBTL1 block	KDM4E inh	GoLoco inh red
3	CCN(Cc1ccccc1)C(=O)Cn1c(=O)n(-c2ccc(OC)cc2OC)c(=O)c2c(C)c(C)sc21	-14%	-18%&-9%	-2%&-6%	9%&3%	1%&10%	x	-5%	0%
15	COc1cccc(NC(=O)c2sc3nc(C)c(C(=O)Nc4ccc(C)cc4C)c(-c4ccc(C)o4)c3c2N)c1	x	u	0%	-1%	4%	x	x	x

3 entries from above, ordered by SMILES length, descending.
No.	SMILES	RECQ1 helicase	Tau ThT inhib	TexasRed fluor	Tau FP inhib	TRb SRC2 PPI	L3MBTL1 block	KDM4E inh	GoLoco inh red
9	Cc1ccc(C(=O)NNC(=O)CCn2nnc3ccccc32)cc1	3%	-11%	1%	2%	6%	0%	1%	7%
28	CC(=O)Nc1ccc(C2=NN(CC#N)C(=O)SC2)cc1	i	2%	1%	0%	2%	0%	6%	8%
2	CCOC(=O)c1cc(C)nn1-c1nc(Cl)cc(OC)n1	1%	-1%	-10%	-9%	-3%	-3%	-2%	5%

New compounds follow.
No.	SMILES	RECQ1 helicase	Tau ThT inhib	TexasRed fluor	Tau FP inhib	TRb SRC2 PPI	L3MBTL1 block	KDM4E inh	GoLoco inh red
31	CCc1ccc(C2CC(=O)NC(SCC(=O)OC(C)C)=C2C#N)cc1 (stereo not given)	-4%	-17%	0%	10%	-6%	x	-9%	-10%
32	CCOC(=O)N1CCN(C(=O)c2cc(C)no2)CC1	-3%	-6%	0%	1%	-4%	x	12%	-7%
33	CCOC(=O)Nc1ccc(S(=O)(=O)NC2CCCCC2)cc1	-1%	0%	-3%	-4%	-4%	3%[11.4 µM]	-1%	12%
34	O=S(=O)(c1cccc(-c2nnc3n2CCCCC3)c1)N1CCCC1	i	2%	-4%	-1%	8%	7%	5%	0%
35	CCOC(=O)c1nnn(CC(=O)Nc2ccccc2OC)c1C(=O)OCC	-2%	-15%	-1%	1%	5%	x	6%	2%
36	CCOc1ccc(S(=O)(=O)Nc2ccc3oc4c(c3c2)CC(C)CC4)cc1 (stereo not given)	x	1%	-3%	-9%	7%	x	x	x
37	CS(=O)(=O)n1nc(OC(=O)c2cc(Br)ccc2Cl)cc1N	i	u	-7%	u	4%	9%	7%	8%
38	O=C1CC(N2CCN(c3ccccc3F)CC2)C(=O)N1c1ccc2c(c1)OCCO2 (stereo not given)	-5%	-1%	3%	3%	3%	3%	3%	3%
39	C=CCSc1nc(N2CCOCC2)c2c(c1C#N)CC(C)(C)N(C)C2	-6%	u	0%	-7%	5%	-2%	u	-7%
40	O=[N+]([O-])c1cccnc1N/N=C/c1ccccc1O	15%	u	-3%	6%	7%	-7%	-9%	5%
41	CCOC(=O)c1ccc(N/C=C2/CCCC(C)C2=O)cc1 (stereo not given)	5%	u	-5%	-1%	1%	x	-10%	9%
42	Cn1c(=O)n(C)c2cc(/C=N/N=C3/NC(=O)C(CC(=O)O)S3)ccc21 (stereo not given)	i	-13%	-5%	-3%	-8%	-24%	u	20%
43	Cc1cc(C)cc(NC(=O)c2ccc3oc(=O)c(S(=O)(=O)c4ccc(F)cc4)cc3c2)c1	x	11%	-4%	-4%	0%	x	x	x
44	CCCc1nc2ccccc2c(=O)n1-c1c(C)n(C)n(-c2ccccc2)c1=O	i	-1%	0%	2%	5%	4%	1%	1%
45	CC(CNC(=O)c1cnn(-c2ccc(F)cc2)c1-n1cccc1)c1ccccc1 (stereo not given)	x	u	-1%	7%	2%	x	x	x
